Screening data: PubChem, several laboratories
PLAP inhibition: PLAP enzyme inhibitors, biochemical, luminescence, HTS (AID 690). one-dose inhibition, % at 20 µM; IC50 in µM for titrated hits. hit rate 0.08% among 96,000. purified PLAP, luminescent substrate; higher % means a stronger effect; in the data active means a potency from the dose series; inactive means the rest, 99 in 100 with inhibition below about 30%; further: strong numbers were not always called active
NFkB transloc pot: enhances IL-1B driven NFkB nuclear translocation; HUVEC IL-1B NFkB p65 nuclear translocation imaging; AID 819; activation, % at 2 µM; hit rate 0.3% among 94,000;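 active means activation above 40%, about the mean plus 3 SD, also judged a hit on visual image review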;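 further: percent activation is computed from the nuclear over cytoplasmic p65 intensity ratio; values of inactives mirror those of a sister screen read the other way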
MRP resist rev: MRP-mediated drug resistance reversal. H69AR cells + 2 uM doxorubicin, CellTiter-Glo, 72 h. differential viability (reversal), % at 10 µM. hit rate 0.04% among 85,000. AID 602;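 active means viability drop by adding the cancer drug above about 55%, with treated viability meeting a 40% cutoff, limit read from the data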;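 further: viability without doxorubicin minus viability with 2 µM doxorubicin for each compound; larger differential means the compound sensitizes cells more to doxorubicin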
IL1B NFkB inh: blocks IL-1B driven NFkB nuclear translocation in HUVEC cells; HUVEC IL-1B NFkB p65 nuclear translocation imaging; inhibition, % at 2 µM; hit rate 0.43% among 94,000; AID 796;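 active means inhibition above about 30% together with a positive call from visual inspection of the well image, limit read from the data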;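 further: nuclear over cytoplasmic p65 intensity ratio measured by imaging; 0% = IL-1B stimulated DMSO wells and 100% = unstimulated DMSO wells; values of inactives mirror those of a sister screen read the other way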
Bcl-B displacement: displacers of TR3 peptide from Bcl-B, primary screen, selectivity assay for Bfl-1 inhibitor project, biochemical, fluorescence polarization | hit rate 0.11% among 96,000 | AID 748 | FP displacement of FITC-TR3 peptide from Bcl-B; higher % means a stronger effect | one-dose displacement, % at 20 µM; IC50 in µM for titrated hits;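 active means displacement above 50% at 20 µM plus a fluorescence interference ratio under 1.5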;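 further: plate controls were wells without compound for no effect and wells lacking Bcl-B protein for full effect; a part of the inactive calls stands beside numbers as strong as those of hits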
MRP resist rev cytotoxicity: second read-out of MRP resist rev, no call of its own (marks repeat the call); viability, %; H69AR cells, CellTiter-Glo, 72 h; measured here: cytotoxicity without doxorubicin
MRP resist rev with doxorubicin: recorded beside MRP resist rev, whose call it bears; viability, %; measured here: viability with 2 uM doxorubicin; hits give low values
IL1B NFkB inh cell count 2 µM: second read-out of IL1B NFkB inh, no call of its own (marks repeat the call); cell count; measured here: cells passing quality filter;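 raw number of nuclei counted in each imaged well without normalization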
NFkB transloc pot cell count 2 µM: recorded beside NFkB transloc pot, whose call it bears; cell count; measured here: cells passing quality filter
* marks the source's active call; other numbers are inactive results; . = not tested or not shown.

SMILES	PLAP inhibition	NFkB transloc pot	NFkB transloc pot cell count 2 µM	MRP resist rev	MRP resist rev cytotoxicity	MRP resist rev with doxorubicin	IL1B NFkB inh	IL1B NFkB inh cell count 2 µM	Bcl-B displacement
CN1C(=O)C(Cc2cccc3ccccc23)C(=O)N(C)C1=O	-31%	0	127	7	100	94	0	127	0%
COc1ccc(Cl)cc1NC1=NCC(C)S1 (stereo unspecified)	-4%	-6	155	4	85	82	6	155	0%
O=P1(Nc2cccnc2)COc2ccccc2OC1	12%	37	131	-14	96	111	-37	131	5%
CCCSc1nc(O)c(CC)c(=O)n1C(C)CC (stereo unspecified)	12%	-5	147	5	92	87	5	147	-9%
CN1CCN(c2ncnc3ccc(Br)cc23)CC1	10%	-6	80	-15	86	101	6	80	-4%
O=C(c1cc(-c2ccccc2)nc2ccccc12)N1CCC2(CC1)OCCO2	-32%	1	178	-3	82	86	-1	178	11%
CCCCOC(=O)COc1cc(C)cc2oc(=O)c3c(c12)CCC3	3%	.	.	12	76	64	.	.	-5%
O=c1c2ccccc2nc(N2CCCC2)n1-c1ccccc1	4%	-10	163	1	81	80	10	163	-4%
COc1ccc(CC2C(=O)N(C)C(=O)N(C)C2=O)c(OC)c1	3%	.	.	.	.	.	.	.	0%
C(#CCN1CCOCC1)COC/C=C/c1ccccc1	-7%	9	162	.	.	.	-9	162	3%
CN1C(=O)N(C)C(=O)C2(Cc3ccccc3N3CCOCC32)C1=O (stereo unspecified)	1%	11	123	5	96	90	-11	123	0%
CCOC(=O)[C@@]1(C#N)[C@@H]2C=CC(C(N)=O)=CN2[C@@H](C(N)=O)[C@@H]1c1cccc(Cl)c1	-43%	12	104	4	84	80	-12	104	39%
Cc1n[nH]c(C)c1CCN	-10%	9	119	7	101	94	-9	119	3%
CCc1c(C)nc(N)nc1N1N=C1SC	8%	1	114	12	94	82	-1	114	2%
CCOC(=O)C(NC(=O)CC)(Nc1ccc(C(O)(C(=O)OCC)C(F)(F)F)cc1C)C(F)(F)F (stereo unspecified)	-58%	.	.	.	.	.	.	.	-3%
COc1ccc(CCNC(C)CCc2ccc(OC)cc2)cc1 (stereo unspecified)	-46%	.	.	7	90	82	.	.	1%
Cc1sc2ncn(CC(=O)NCC(=O)N3CCC4(CC3)OCCO4)c(=O)c2c1C	10%	.	.	-9	91	100	.	.	-13%
Cc1ccc(-n2c(O)c(C=Nc3ccc(S(=O)(=O)N(C)C)cc3)c(=O)[nH]c2=O)cc1	12%	4	181	.	.	.	-4	181	3%
Cn1c(O)c(C=NCCN2CCN(C(=O)c3ccccc3)CC2)c(=O)n(C)c1=O	-94%	-10	149	9	92	82	10	149	-5%
O=c1[nH]c(=O)n(Cc2ccccc2)c(O)c1C=NCCN1CCOCC1	11%	.	.	5	109	104	.	.	-6%
CC(C)CCn1c(N)c(C(=O)OCC2CCCO2)c2nc3ccccc3nc21 (stereo unspecified)	-58%	11	196	-9	20	29	-11	196	2%
CNCCc1c(C)n[nH]c1C	-7%	-8	163	12	100	88	8	163	-2%
O=C(CN1CCOCC1)c1ccc2cc[nH]c2c1	0%	-9	55	.	.	.	8	55	-2%
O/N=C1\CCC2CN(C3CCCCC3)CC2C1 (stereo unspecified)	-12%	.	.	5	94	89	.	.	9%
O=C(Cc1ccccc1)OC(COCc1ccccc1)CN1CCOCC1 (stereo unspecified)	-53%	13	128	8	107	99	-13	128	-7%

Compound profiles, as listed above. Screens in order: PLAP inhibition, NFkB transloc pot, NFkB transloc pot cell count 2 µM, MRP resist rev, MRP resist rev cytotoxicity, MRP resist rev with doxorubicin, IL1B NFkB inh, IL1B NFkB inh cell count 2 µM, Bcl-B displacement
O=C(CN1CCOCC1)c1ccc2cc[nH]c2c1 is listed as 0%, -9, 55, ., ., ., 8, 55, -2%
CCCCOC(=O)COc1cc(C)cc2oc(=O)c3c(c12)CCC3 is listed as 3%, ., ., 12, 76, 64, ., ., -5%
CCOC(=O)[C@@]1(C#N)[C@@H]2C=CC(C(N)=O)=CN2[C@@H](C(N)=O)[C@@H]1c1cccc(Cl)c1 is listed as -43%, 12, 104, 4, 84, 80, -12, 104, 39%
COc1ccc(CC2C(=O)N(C)C(=O)N(C)C2=O)c(OC)c1 is listed as 3%, ., ., ., ., ., ., ., 0%
Cn1c(O)c(C=NCCN2CCN(C(=O)c3ccccc3)CC2)c(=O)n(C)c1=O is listed as -94%, -10, 149, 9, 92, 82, 10, 149, -5%

Continuation.
SMILES	PLAP inhibition	NFkB transloc pot	NFkB transloc pot cell count 2 µM	MRP resist rev	MRP resist rev cytotoxicity	MRP resist rev with doxorubicin	IL1B NFkB inh	IL1B NFkB inh cell count 2 µM	Bcl-B displacement
CCCNC(=O)N1C2CCC1CC(O)(c1cccnc1)C2 (stereo unspecified)	-14%	-10	108	11	103	93	10	108	-4%
Nc1ccc2c(c1)oc1ccccc12	25%	1	152	.	.	.	-1	152	-4%
Cc1cc(Br)ccc1N1C(=O)CC(=O)NC1=O	-18%	.	.	8	101	93	.	.	-2%
CC(=O)Nc1ccccc1C(=O)OCc1ccc(C(=O)c2ccccc2)cc1	-2%	5	187	.	.	.	-5	187	8%
CC(C)(C)P(=O)(c1ccncc1)N1CCCC1 (stereo unspecified)	-15%	-2	151	-2	111	113	2	151	11%
O=C(c1cc(-c2cccnc2)nc2ccccc12)N1CCC2(CC1)OCCO2	-22%	39	108	3	80	77	-39	108	5%
Cc1ccccc1-n1c(C)nc2sccc2c1=O	-2%	8	118	.	.	.	-8	118	-4%
O=C(CN1CCCC1=O)N1CCOCC1	14%	1	97	2	93	91	-1	97	2%
CCOP(=O)(C(NC(=O)c1ccccc1Cl)=C(Cl)Cl)c1ccccc1 (stereo unspecified)	-33%	11	78	11	68	57	-11	78	-3%
CC(=O)OC1N=C(c2ccccc2)c2cc(C)ccc2NC1=O (stereo unspecified)	9%	19	179	11	101	91	-19	179	-2%
Cc1cnn(C2CCN(C)CC2)c1N	-6%	8	191	4	98	94	-8	191	-3%
O=C(c1cccn2c(=O)c3cc(Cl)ccc3nc12)N1CCC2(CC1)OCCO2	-33%	-2	165	18	108	90	2	165	4%
Nc1c(C(=O)OC2CCCCC2)c2nc3ccccc3nc2n1CC1CCCO1 (stereo unspecified)	-22%	6	162	-13	48	62	-6	162	3%
COc1ccc(C2NCc3ccccc3-n3cccc32)cc1 (stereo unspecified)	15%	5	180	-11	60	71	-5	180	6%
CCC(=O)OC1(c2cccc(C)c2)CC(C)N(C)CC1C (stereo unspecified)	-2%	3	176	7	97	90	-3	176	-14%
CCc1nc2ccccc2c(=O)n1-c1ccc2ccccc2c1	20%	7	46	-35	31	66	-7	46	2%
O=c1c2ccccc2nc(CSc2ncnc3nc[nH]c23)n1-c1ccccc1	1%	6	137	-4	92	96	-6	137	1%
CC(C(N)=O)N1CC(c2ccccc2)CC1=O (stereo unspecified)	0%	37	137	-12	90	102	-37	137	2%
Cc1cccc(NC2=NCCCS2)c1C	8%	.	.	0	99	100	.	.	-8%
O=c1[nH]c(=O)n(Cc2ccccc2)c(O)c1C=NCCN1CCNCC1	-36%	-6	109	34	102	68	6	109	-6%
Cc1ccccc1Cc1c(C)nc2nc(SCC(=O)N3CCC4(CC3)OCCO4)nn2c1C	-62%	-4	141	.	.	.	4	141	0%
O=C1CN=C(c2ccccc2)c2ccccc2N1Cc1ccc(C(F)(F)F)cc1	-12%	-8	127	.	.	.	8	127	7%
Cc1ccc(N2C(=O)CC(=O)NC2=O)cc1	12%	0	91	-17	92	109	0	91	-5%
COc1ccc2nc(/N=C/c3c(O)n(-c4cccc(Cl)c4)c(=O)[nH]c3=O)sc2c1	-48%	5	113	.	.	.	-5	113	-2%
Cn1c(O)c(C=Nc2ccc(Cl)cc2)c(=O)n(C)c1=O	6%	-2	99	8	97	89	2	99	1%

A second format for some results above:
Results follow in this order: PLAP inhibition, NFkB transloc pot, NFkB transloc pot cell count 2 µM, MRP resist rev, MRP resist rev cytotoxicity, MRP resist rev with doxorubicin, IL1B NFkB inh, IL1B NFkB inh cell count 2 µM, Bcl-B displacement
> CCCCOC(=O)COc1cc(C)cc2oc(=O)c3c(c12)CCC3
  3%, ., ., 12, 76, 64, ., ., -5%
> O=c1c2ccccc2nc(N2CCCC2)n1-c1ccccc1
  4%, -10, 163, 1, 81, 80, 10, 163, -4%

The listing continues.
SMILES	PLAP inhibition	NFkB transloc pot	NFkB transloc pot cell count 2 µM	MRP resist rev	MRP resist rev cytotoxicity	MRP resist rev with doxorubicin	IL1B NFkB inh	IL1B NFkB inh cell count 2 µM	Bcl-B displacement
O=C(O)C1CSC(c2cccnc2)N1 (stereo unspecified)	-30%	.	.	8	110	102	.	.	0%
c1ccc2c(CN3CCCCCCC3)c[nH]c2c1	8%	0	178	-2	67	69	0	178	-10%
COc1cc2[nH]c(=O)n(-c3cccc(Cl)c3)c(=O)c2cc1OC	16%	34	133	-3	80	84	-34	133	-6%
O=c1c2ccccc2nc(-c2ccccc2)n1-n1cccc1	9%	30	165	7	89	83	-30	165	2%
CC(=O)c1c(O)n(C2CCCCCC2)c(=O)[nH]c1=O	7%	19	48	1	89	88	-19	48	-8%
CC(=O)N(C1=NCCCS1)c1ccccc1F	-4%	-4	75	-3	105	108	4	75	-15%
COCCNC(=O)c1c(NC(=O)c2ccco2)n(Cc2ccccc2)c2nc3ccccc3nc12	-68%	.	.	-18	59	77	.	.	-215%
CN(CCc1ccccc1)Cc1ccccc1[N+](=O)[O-]	31%	-2	165	8	94	86	2	165	-8%
Cc1ccc(C)c(CN2CCC(n3nnc4cc(F)ccc43)CC2)c1	2%	-1	136	.	.	.	1	136	-4%
COc1cccc(CNC2CN3CCC2CC3)c1OC (stereo unspecified)	2%	8	182	.	.	.	-8	182	2%
CCCC(=O)C1C(=O)NC(=O)NC1=O	0%	-7	180	-7	97	104	8	180	5%
CCCCN1C(=O)NC(=O)C2(Cc3ccccc3N3CCOCC32)C1=O (stereo unspecified)	-34%	-18	84	-1	89	89	18	84	-13%
O=C(COc1ccc(S(=O)(=O)N2CCOCC2)cc1)N1CCN(Cc2ccc3c(c2)OCO3)CC1	-36%	12	141	-20	60	80	-12	141	-8%
O=c1[nH]c(=O)n(Cc2ccccc2)c(O)c1C=Nc1ccc(CN2CCOCC2)cc1	-31%	9	204	-9	80	89	-9	204	-12%
Cc1nc2ccccc2c(=O)n1-c1cccc(O)c1	-6%	-25	99	7	94	87	25	99	-14%
COC(=O)c1ccc(N2C(=O)CC(N3CCC(n4c(=O)[nH]c5ccccc54)CC3)C2=O)cc1 (stereo unspecified)	-33%	-3	169	4	95	92	3	169	-11%
CC1CCCCN1CC(=O)c1ccc2cc[nH]c2c1 (stereo unspecified)	-45%	-1	55	9	99	90	1	55	-71%
COC(=O)C(O)(c1ccc(NC(=O)c2ccco2)c(OC)c1)C(F)(F)F (stereo unspecified)	-17%	-10	92	23	125	102	10	92	0%
NC1CCCCC1N=Cc1c(O)n(Cc2ccc(F)cc2)c(=O)[nH]c1=O (stereo unspecified)	-180%	16	159	-4	86	91	-16	159	-8%
S=C1CN=C(c2ccccc2Cl)c2cc(Cl)ccc2N1	.	-17	104	-8	80	88	17	104	.
COC(=O)C(O)(c1ccc2c(c1)CCCN2)C(F)(F)F (stereo unspecified)	16%	.	.	-12	96	108	.	.	14%
Nc1c(C(=O)NCc2ccco2)c2nc3ccccc3nc2n1CCN1CCCCC1	-67%	2	114	-6	1	7	-2	114	8%
Cc1ccc2nsnc2c1-n1c(C)nc2ccccc2c1=O	15%	12	175	-1	99	100	-12	175	4%
CC(=O)NC(=O)NC(C)Cc1ccccc1 (stereo unspecified)	6%	-1	164	-10	87	97	1	164	-9%
Cc1nn(-c2ccccc2)c2c1C(c1ccc3c(c1)OCO3)SCC(=O)N2 (stereo unspecified)	-28%	-2	47	2	88	85	2	47	1%
O=P1(Nc2ccc(F)cc2)COc2ccccc2OC1	13%	.	.	5	99	94	.	.	3%
O=C(Nc1cccc(OC(=O)N2CCCCC2)c1)N1CCCCC1	-5%	5	158	8	95	87	-5	158	-5%
COc1ccc(Oc2cc(NC(=O)c3nn(C)cc3[N+](=O)[O-])cc([N+](=O)[O-])c2)cc1	19%	8	191	.	.	.	-8	191	-3%

A portion of the library; count on the stated rates, not on these rows.
